PfHsp40 yeast: compounds rescuing yeast from Plasmodium falciparum HSP40 toxicity; S. cerevisiae expressing PfHsp40, growth rescue, ATP luminescence; growth rescue, % at 12.5 µM; 340,000 tested, 0.68% active; AID 504582; in the data active = growth rescue above about 28%, passing the limit was not always enough; inconclusive = no clear call, values can overlap the other calls;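 also: yeast W303a lacking pdr1 and pdr3 grown in galactose medium; growth measured after three days at 30 °C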
Anthrax LF inh2: blocks Bacillus anthracis lethal factor protease; P15917; inhibition, % at 10 µM; 360,000 tested, 0.12% active; AID 588501; multiplex microsphere protease cleavage assay, LF; also: plate controls were buffer without enzyme for full effect and enzyme alone for no effect
Target sequence (P15917 whole entry, looked up): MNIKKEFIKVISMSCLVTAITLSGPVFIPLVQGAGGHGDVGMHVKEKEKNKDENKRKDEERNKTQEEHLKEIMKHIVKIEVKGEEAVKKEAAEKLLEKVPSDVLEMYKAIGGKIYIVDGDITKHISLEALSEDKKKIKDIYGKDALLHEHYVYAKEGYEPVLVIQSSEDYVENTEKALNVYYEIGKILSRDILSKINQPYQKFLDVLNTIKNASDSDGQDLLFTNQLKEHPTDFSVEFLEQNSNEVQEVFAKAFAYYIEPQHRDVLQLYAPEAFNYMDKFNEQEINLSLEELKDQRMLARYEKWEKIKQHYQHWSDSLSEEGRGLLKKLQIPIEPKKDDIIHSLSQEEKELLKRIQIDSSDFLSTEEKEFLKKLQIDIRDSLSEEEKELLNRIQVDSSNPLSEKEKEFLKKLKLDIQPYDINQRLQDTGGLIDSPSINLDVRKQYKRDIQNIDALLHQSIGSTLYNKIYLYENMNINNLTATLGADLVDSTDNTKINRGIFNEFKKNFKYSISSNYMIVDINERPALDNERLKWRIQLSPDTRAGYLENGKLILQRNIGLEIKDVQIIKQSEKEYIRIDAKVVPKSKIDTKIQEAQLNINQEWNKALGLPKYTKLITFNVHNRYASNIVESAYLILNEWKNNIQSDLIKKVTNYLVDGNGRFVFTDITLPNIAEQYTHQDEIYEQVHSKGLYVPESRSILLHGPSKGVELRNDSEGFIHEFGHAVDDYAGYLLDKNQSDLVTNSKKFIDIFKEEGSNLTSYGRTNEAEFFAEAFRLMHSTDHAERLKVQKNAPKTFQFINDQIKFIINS
PriA SSB inh: blocks PriA binding to SSB C-terminal tail | AlphaScreen SSBct-PriA binding, biotinylated peptide | inhibition, % at 33 µM | 430,000 tested, 0.6% active | AID 1272365; in the data active = inhibition mostly above about 37%, no sharp cut-off; inactive = mostly below about 20%;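 also: plate controls were negative control peptide for no effect and reference peptide for full effect; strong numbers were not always called active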
TcdB inh: TcdB glycohydrolase inhibition | 350,000 tested, 0.24% active | inhibition, % at 9.99 µM | P18177 | TcdB glycohydrolase enzymatic assay, plate reader; in the data active = inhibition above about 10%
Y pestis TopoI: inhibitors of Yersinia pestis topoisomerase I. Y. pestis Topo-I cleavage product accumulation, plate reader. activity, % at 10 µM. 360,000 tested, 0.064% active; in the data active = activity above about 50%, passing the limit was not always enough; inconclusive = no clear call, values can overlap the other calls; also: inactives centre near 2
3CLpro inhibitor: SARS-CoV 3CLpro protease inhibition; P0C6X7; 290,000 tested, 0.14% active; recombinant SARS-CoV 3CLpro, quenched FRET peptide cleavage; AID 1706; inhibition, % at 6 µM; in the data active = inhibition above about 12%
BoNT-A LC inh2: blocks Botulinum neurotoxin A light chain protease; AID 588499; 360,000 tested, 0.17% active; multiplex microsphere protease substrate cleavage, flow cytometry; inhibition, % at 10 µM; also: plate controls were buffer without enzyme for full effect and enzyme alone for no effect
PrPC surface inh: cell surface PrPC inhibition, primary TR-FRET screen | 370,000 tested, 0.43% active | TR-FRET read-out | inhibition, % at 13.8 µM | AID 720596; in the data active = inhibition above about 24%; also: 0% = median of the test wells and 100% = reference compound wells
BH1578 lux ind: induces V. cholerae light production without autoinducers; V. cholerae BH1578 lux reporter, luminescence, 6 h; activation, % at 18.7 µM; 350,000 tested, 0.16% active; AID 588436; in the data active = activation mostly above about 9.7%, no sharp cut-off; inconclusive = no clear call, values can overlap the other calls; inactive = mostly below about 3.7%; also: not every result past the cut was called active; inactives centre near 0; reference of the scale not given here
* marks the source's active call; other numbers are inactive results; i = inactive; ? = inconclusive; · = not tested or not shown; & = joins results of further samples. Rule as the data show it, unless noted: active = inhibition above about 30%; inconclusive = no clear call, values can overlap the other calls; inactive = below that. A portion of the library, so the mix of outcomes need not match the whole.

SMILES	PfHsp40 yeast	Anthrax LF inh2	PriA SSB inh	TcdB inh	Y pestis TopoI	3CLpro inhibitor	BoNT-A LC inh2	PrPC surface inh	BH1578 lux ind
CN1CCN(c2cc(N3CCN(C(=O)c4ccco4)CC3)c3c4c(onc24)-c2ccccc2C3=O)CC1	0.6	-11	77*	·	-3	-5	-2.1	·	i
O=C(Nc1nccs1)C1=COCCO1	1.2	-7	-23	1.3	6	·	-0.3	1	i
CC(=O)c1ccc(N2CCN(Cc3cc(=O)n4c(-c5ccccc5)csc4n3)CC2)cc1	-0.9	0	5	1.1	2	·	0.1	0	-0.3
COc1cccc(-c2cnc(C(O)c3cc(F)cc(Cl)c3)[nH]2)c1 (stereo unspecified)	·	-2	·	1.8	-2	·	0.3	-3	-0.3
CCOc1ccc(Br)cc1CNc1ccc2c(c1)OCCO2	-0.4	-3	16	-0.3	4	0	-0.6	5	1.3
CC1=C(C)/C(=N\OS(=O)(=O)c2ccccc2)C=CC1=O	637*	0	·	-0.4	1	-3	1.8	·	i
O=C(NCCC1=CCCCC1)c1ccc(Cl)c(S(=O)(=O)N2CCCCC2)c1	2.3	-5	10	1.2	-11	9	0.7	12	0.5
Cc1cc(NC(=O)CSc2nc3sc4c(c3c(=O)n2C)CCCC4)no1	0.7	1	-9	·	8	-1	-4.7	-3	-0.2
COc1ccc(-c2nc(SCC(=O)N(CC(C)C)c3c(N)n(Cc4ccccc4)c(=O)[nH]c3=O)n[nH]2)cc1	-1.2	1	-3	-1.4	11	·	4.1	-1	i
Cc1cc(C)cc(-n2nnn(C3C/C(=N/NC(N)=S)C4OCC3O4)c2=S)c1 (stereo unspecified)	-0.7	-2	·	0.4	0	0	-0.4	-4	i
CCN(c1ccccc1)S(=O)(=O)c1ccc(C(=O)Nc2nnc(C3CC3)o2)cc1	0.2	4	-5	-0.2	-9	-3	0.0	0	i
O=C(O)CCC(=O)NCCn1c(-c2ccccc2)csc1=Nc1ccccc1	0.3&0.8	-8&-2	-5&14&9	0.8	7&0	0	-0.2&-0.7	-1	-0.4
CCN(c1ccccc1)S(=O)(=O)c1ccc(C(=O)Nc2cccc(C)n2)cc1	-1.0	0	9	0.1	21	·	2.7	-3	i
Cn1c(CN2CCOCC2)nc2cc(NC(=O)c3ccc(F)cc3)ccc21	-0.9	-4	-15	·	-10	1	0.2	-2	0.9
CC(C)c1ccc(/C=c2\sc3n(c2=O)C(N)=C(C#N)C(c2ccc(C(C)C)cc2)C=3C(N)=O)cc1 (stereo unspecified)	-0.7	-7	·	0.2	0	·	-0.1	2	-0.8
CCNC(=S)NS(=O)(=O)c1ccc(C)cc1	0.5	2	-26	·	1	8	0.7	9	i
O=C(O)c1cccc2c1C(=O)c1ccccc1C2=O	-0.4	1	7	-2.4	-10	5	-0.7	-66	-0.2
CSc1cccc(NC(=O)CSc2nnc(C)s2)c1	0.0	-2	-6	·	5	-2	0.0	18	-12
N#Cc1c(F)cccc1N1CCC(C#N)CC1	-0.6	-13	-9	1.0	3	2	?	8	i
CO/N=C(\C)C(Cc1ccc(Cl)nc1)Cc1ccc(Cl)nc1	-0.5	-1	·	-0.5	-3	0	1.4	-2	i
Cn1cc(-c2ccccc2C(N)=O)c(=O)c2ccccc21	-1.6	-8	-13	3.0	-1	2	0.0	-2	3.3
COc1cccc(NC(=O)COC(=O)C2C3CC4OC(=O)C2C4C3)c1 (stereo unspecified)	-0.1	1	-4	0.3	4	3	0.9	2	-0.3
CCOC(=O)c1c(Nc2ccccc2N)cc(C)nc1C	0.8	-4	-1	·	7	-4	-0.2	6	-0.3
CC(=O)Nc1ccc(OS(=O)(=O)c2ccc(Cl)cc2)cc1	-0.4	-8	-18	0.9	7	-9	-1.7	6	-3.1
CCOP(=O)(OCC)/C(C#N)=C(\O)c1ccc(OC)cc1	-0.8	-7	3	-0.3	2	-2	-1.4	8	-0.3
O=C(Nc1sc2c(c1-c1nc3ccccc3[nH]1)CCCC2)C1CCCC1	1.5	-6	-31	·	-14	-1	-1.4	-8	-1.4
CCC(=O)N1c2ccccc2C(N(C(=O)CC)c2ccccc2)CC1C (stereo unspecified)	0.6	-5	-2	1.4	-8	-1	?	-4	i
O=S1(=O)CC(N2CCCCC2)CN1Cc1cn(Cc2cccc(C(F)(F)F)c2)nn1 (stereo unspecified)	·	-2	·	0.3	·	·	-1.6	-5	·
CCNC(=O)c1ccc(C2SCC(=O)N2CCc2ccccc2)cc1 (stereo unspecified)	-0.5	0	2	1.1	1	-4	-0.3	7	-0.2
Cc1nnc(NC(=O)CSc2ccccn2)s1	-0.3	6	-8	·	-3	-4	-3.6	-2	-0.2
COc1ccccc1C(c1nnnn1CCc1ccccc1)N1CCN(c2ccccc2)CC1 (stereo unspecified)	2.9	-5	-8	·	44	-5	-1.2	-5	i
CCOC(=O)N1CCN(Cc2nc3cc([N+](=O)[O-])ccc3n2C)CC1	-0.4	4	-13	1.3	0	0	0.8	-13	-6.7
CCOP(=O)(Cc1ccc(C(C)(C)CC(C)=O)o1)OCC	-0.5	7	2	0.3	-2	1	?	3	-0.6
CCOC(=O)c1cn[nH]c1NC(=S)Nc1ccc(Cl)cc1	·	·	-12	1.6	-10	1	·	8	-0.5
CC(NCC(=O)Nc1ccccc1C(=O)NC1CC1)c1ccc(S(C)(=O)=O)cc1 (stereo unspecified)	-0.8	·	-9	1.1	-2	·	·	-2	-0.3
CCCN(CC(=O)Nc1ccccc1OC)C(=O)c1cc(-c2cccs2)nn1-c1ccccc1	0.3	-7	6	-0.5	22	·	1.1	2	-0.6
O=C(CBr)c1ccc([N+](=O)[O-])c(CS(=O)(=O)c2ccc(Cl)cc2)c1	0.3	-6	-2	1.0	2	8	2.5	-22	-0.2
Cc1nnc(-c2cnn(-c3ccccc3)c2N)n1Cc1ccc(F)cc1	-0.5	-9	-11	·	3	-1	?	4	-3.8
CCCCC(=O)Nc1nnc(C)s1	-0.3	-7	-11	·	3	0	0.0	-3	·
Cc1ccccc1Cc1ccc(Cl)nn1	-0.1	1	-24	1.5	-2	-1	0.8	-2	-0.5
CCCC(=O)c1ccc(N2CCCC2)c(F)c1	2.1	3	10	·	11	-1	-1.6	2	·
O=C(CN1CCN(S(=O)(=O)c2ccc(F)cc2)CC1)c1ccc(O)c(O)c1	0.1	-7	-3	-4.3	-2	-1	0.6	0	i
O=C(CN1CC(=O)Oc2ccccc21)OCC(=O)c1ccccc1	-0.3	0	92*	·	4	-1	-0.5	3	i
O=C(O)CCCCCN1C(=O)CCC1=O	-0.7	-3	-2	·	1	-2	0.3	-5	-0.5
CCC(=O)NC(=S)Nc1cccc(Cl)c1N1CCCC1	3.5	-3	-2	0.7	-12	3	-0.5	-1	-0.1
Cc1nn(CC(=O)NCc2ccccc2)c(=O)c2cccn12	0.4	-1	-10	0.4	-10	-2	0.2	-2	-2.6
CC(C)C(=O)N1CCc2cc(-c3csc(N)n3)ccc21	1.3	7	2	0.0	-4	-4	9.9	6	i
Cc1cccc(-n2cc(CN3CCN(Cc4nccn4C)CC3)c(-c3cccc(F)c3)n2)c1	-1.8	-4	22	2.6	15	-1	0.2	8	-0.6
Cc1nc(N)sc1-c1csc(Nc2cc(N(C)C)ccc2Cl)n1	·	-11	·	0.7	-24	·	0.9	-9	-0.3
O=C1c2ccccc2NC(c2cn[nH]c2-c2ccc(Cl)cc2)N1O (stereo unspecified)	-0.5	2	-4	·	-1	0	0.5	5	-0.3
Cc1ccccc1CSc1nnc(-c2ccncc2)n1C	-0.2	6	-4	1.1	3	0	-1.0	0	i
COc1ccc(OC)c(N(C(=O)c2snc(C(N)=O)c2N)C(C(=O)NCC2CCCO2)c2ccc3ncccc3c2)c1 (stereo unspecified)	0.2	-3	-6	-0.9	18	4	0.0	-10	-0.4
COCCN1C(=O)c2oc3cc(C)c(C)cc3c(=O)c2C1c1cccc(O)c1 (stereo unspecified)	-0.5	-4	-9	·	-9	1	2.9	-15	-0.3
CC(CC(=O)O)CC(=O)Nc1nncs1 (stereo unspecified)	1.1	-4	3	1.5	6	-4	-0.5	5	-0.7
CC(=O)c1ccc(N2C(=O)[C@@H]3C(C(=O)CCN4C(=O)c5ccccc5C4=O)=NN[C@@H]3C2=O)cc1	0.6	0	5	-1.3	8	1	-0.7	4	-0.3
Cc1onc(-c2c(F)cccc2Cl)c1C(=O)NCc1cccs1	0.6	2	6	·	-2	2	1.2	1	-0.4
O=C(NCc1cccnc1)C12CC3CC(CC(Cl)(C3)C1)C2	0.6	-2	-11	3.0	-4	5	1.3	0	-0.6
CCCCCOc1ccc(C(C)(O)C(CN2CCOCC2)c2ccccc2)cc1 (stereo unspecified)	0.5	-9	-12	2.1	18	-1	-1.6	-4	-0.1
O=C(OC1CCOC1=O)c1ccc(N2CCCC2)c([N+](=O)[O-])c1 (stereo unspecified)	1.5	-5	-3	4.8	-6	4	-0.9	-4	1.6
COc1ccccc1C(=O)O/N=C(/C)c1ccc(N2C(=O)C3CCCCC3C2=O)cc1 (stereo unspecified)	0.1	-5	·	0.1	28	10	-0.9	0	0.2

Following part:
SMILES	PfHsp40 yeast	Anthrax LF inh2	PriA SSB inh	TcdB inh	Y pestis TopoI	3CLpro inhibitor	BoNT-A LC inh2	PrPC surface inh	BH1578 lux ind
CCOC(=O)CC(NC(=O)Cn1nnc(-c2ccccc2)n1)c1ccc(OC)cc1 (stereo unspecified)	1.3	-8	-4	0.0	7	4	-0.7	-4	-0.2
O=c1oc2ccccc2cc1-c1csc(Nc2nc3c(F)cccc3s2)n1	-1.0	0	-4	·	-1	9	1.8	3	i
CCOC(=O)Cc1csc(NC(=O)Cc2ccc([N+](=O)[O-])cc2)n1	-0.6	0	-2	-0.5	1	0	-0.7	-2	-0.2
Cc1cc(N2CC(C(=O)NCc3cccnc3)CC2=O)ccc1C(C)C (stereo unspecified)	-0.4	-12	5	0.9	5	0	-0.9	1	i
O=S(=O)(NC1CCCCC1NS(=O)(=O)c1ccc(F)cc1)c1ccc(F)cc1 (stereo unspecified)	0.9	3	-11	·	4	-1	-0.6	4	1.7

Among those listed so far, eight contain two or more sulfur atoms.
SMILES	PfHsp40 yeast	Anthrax LF inh2	PriA SSB inh	TcdB inh	Y pestis TopoI	3CLpro inhibitor	BoNT-A LC inh2	PrPC surface inh	BH1578 lux ind
Cc1cc(NC(=O)CSc2nc3sc4c(c3c(=O)n2C)CCCC4)no1	0.7	1	-9	·	8	-1	-4.7	-3	-0.2
Cc1cc(C)cc(-n2nnn(C3C/C(=N/NC(N)=S)C4OCC3O4)c2=S)c1 (stereo unspecified)	-0.7	-2	·	0.4	0	0	-0.4	-4	i
CCNC(=S)NS(=O)(=O)c1ccc(C)cc1	0.5	2	-26	·	1	8	0.7	9	i
CSc1cccc(NC(=O)CSc2nnc(C)s2)c1	0.0	-2	-6	·	5	-2	0.0	18	-12
Cc1nnc(NC(=O)CSc2ccccn2)s1	-0.3	6	-8	·	-3	-4	-3.6	-2	-0.2
Cc1nc(N)sc1-c1csc(Nc2cc(N(C)C)ccc2Cl)n1	·	-11	·	0.7	-24	·	0.9	-9	-0.3
O=c1oc2ccccc2cc1-c1csc(Nc2nc3c(F)cccc3s2)n1	-1.0	0	-4	·	-1	9	1.8	3	i
O=S(=O)(NC1CCCCC1NS(=O)(=O)c1ccc(F)cc1)c1ccc(F)cc1 (stereo unspecified)	0.9	3	-11	·	4	-1	-0.6	4	1.7

2 consecutive records from above, for reference:
SMILES	PfHsp40 yeast	Anthrax LF inh2	PriA SSB inh	TcdB inh	Y pestis TopoI	3CLpro inhibitor	BoNT-A LC inh2	PrPC surface inh	BH1578 lux ind
Cc1cc(N2CC(C(=O)NCc3cccnc3)CC2=O)ccc1C(C)C (stereo unspecified)	-0.4	-12	5	0.9	5	0	-0.9	1	i
O=S(=O)(NC1CCCCC1NS(=O)(=O)c1ccc(F)cc1)c1ccc(F)cc1 (stereo unspecified)	0.9	3	-11	·	4	-1	-0.6	4	1.7
